BioA inh – inhibitors of Mycobacterium tuberculosis BioA enzyme. purified M. tuberculosis BioA enzyme, plate reader. inhibition, % at 9.99 µM. 360,000 tested, 0.096% active; in the data active means inhibition above about 40%
FadD28 binding – inhibitors of Mycobacterium tuberculosis FadD28 bisubstrate binding; inhibition, % at 12.5 µM; 360,000 tested, 0.22% active; FadD28 bisubstrate probe binding, fluorescence polarization; in the data active means inhibition above about 8.5%, passing the limit was not always enough
Mtb FBA inh – inhibits M. tuberculosis FBA enzyme; 360,000 tested, 2.3% active; inhibition, % at 1 µM; AID 588726; P9WQA3; purified M. tuberculosis FBA, fluorescence read-out; in the data active means inhibition above about 27%;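 further: 0% = vehicle and 100% = reference inhibitor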
Target sequence (P9WQA3 whole entry, looked up): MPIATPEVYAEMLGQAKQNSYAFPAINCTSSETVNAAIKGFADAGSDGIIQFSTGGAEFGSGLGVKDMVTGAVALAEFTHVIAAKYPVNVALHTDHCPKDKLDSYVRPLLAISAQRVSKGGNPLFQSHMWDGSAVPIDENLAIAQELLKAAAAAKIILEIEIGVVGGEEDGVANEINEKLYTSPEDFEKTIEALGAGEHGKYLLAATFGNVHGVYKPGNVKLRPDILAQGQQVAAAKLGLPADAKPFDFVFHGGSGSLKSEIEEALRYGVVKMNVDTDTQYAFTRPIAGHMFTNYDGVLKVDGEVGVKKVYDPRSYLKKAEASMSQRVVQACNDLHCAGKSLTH
BoNT F protease – inhibitors of Botulinum neurotoxin F light chain protease; Multiplex microsphere protease cleavage assay, flow cytometry; inhibition, % at 10 µM; 360,000 tested, 0.22% active; AID 588497; in the data active means inhibition above about 35%, passing the limit was not always enough; further: plate controls were buffer without enzyme for full effect and enzyme alone for no effect
Rv3671c inh – inhibitors of M. tuberculosis serine protease Rv3671c; inhibition, % at 5.96 µM; 320,000 tested, 0.048% active; AID 2606; in the data active means inhibition above about 38%;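 further: extracellular domain of Rv3671c used as enzyme; 0% = enzyme with DMSO and 100% = no enzyme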
Mtb UGM inh – inhibitors of M. tuberculosis UDP-galactopyranose mutase | purified UGM, fluorescence polarization probe displacement | 320,000 tested, 0.06% active | inhibition, % at 10 µM; in the data active means inhibition above about 10%, passing the limit was not always enough
Target sequence (P9WIQ1 whole entry, looked up): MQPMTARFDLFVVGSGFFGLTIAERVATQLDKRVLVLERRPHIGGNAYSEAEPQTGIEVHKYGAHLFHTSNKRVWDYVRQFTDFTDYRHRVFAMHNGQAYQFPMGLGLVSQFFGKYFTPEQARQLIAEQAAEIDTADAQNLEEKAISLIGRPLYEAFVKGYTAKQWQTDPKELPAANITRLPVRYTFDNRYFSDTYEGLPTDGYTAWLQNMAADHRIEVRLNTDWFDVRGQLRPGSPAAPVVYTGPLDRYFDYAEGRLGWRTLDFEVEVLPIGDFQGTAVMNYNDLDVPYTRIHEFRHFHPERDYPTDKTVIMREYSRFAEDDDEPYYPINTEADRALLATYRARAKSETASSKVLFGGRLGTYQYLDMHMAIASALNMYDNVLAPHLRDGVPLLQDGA
MazF activator – MazEF (E. coli) toxin RNase activation; P0AE70; FAM/BHQ RNA-DNA oligo cleavage fluorescence, 5 h; activation, % at 20 µM; 350,000 tested, 0.32% active; in the data active means activation above about 50%
Target sequence (P0AE70 whole entry, looked up): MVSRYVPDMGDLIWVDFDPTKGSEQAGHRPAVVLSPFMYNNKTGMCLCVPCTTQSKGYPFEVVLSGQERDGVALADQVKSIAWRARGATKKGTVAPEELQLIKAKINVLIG
PrPC TRFRET – reduces human prion protein on the cell surface. 370,000 tested, 0.43% active. P04156. cell surface PrPC, TR-FRET read-out. AID 720596. inhibition, % at 13.8 µM; in the data active means inhibition above about 24%; further: 0% = median of the test wells and 100% = reference compound wells
GDH-TPI counter – counter-screen for M. tuberculosis FBA inhibitors: GDH-TPI coupled enzymes; GDH-TPI coupled enzyme counterscreen, NADH absorbance; inhibition, % at 4.8 µM; 360,000 tested, 1.2% active; in the data active means inhibition above about 30%;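 further: 0% = DMSO wells and 100% = wells lacking the enzyme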
Starred values were filed as active, the others as inactive; / = not tested or not shown; & = joins results of further samples.

Letter code: A = BioA inh; B = FadD28 binding; C = Mtb FBA inh; D = BoNT F protease; E = Rv3671c inh; F = Mtb UGM inh; G = MazF activator; H = PrPC TRFRET; I = GDH-TPI counter
1: CC(C)(C)C(=O)Nc1ccccc1C(=O)Nc1cccnc1
  A: 5.8; B: -1.4; C: -0.2; D: 11.7; E: 8.0; F: -1.3; G: 4.3; H: 0.4; I: 2.3

2: COC(CN(C)S(=O)(=O)c1cc2c3c(c1)CCN3C(=O)CC2)OC
  A: -3.7; B: -1.0; C: 1.6; D: -4.8; E: 5.6; F: -0.8; G: 7.9; H: 1.0; I: -1.9

3: COc1ccc(C(OC(=O)c2ccco2)C(=O)NC2CCCCC2)cc1OC (stereo unspecified)
  A: /; B: -1.3; C: -0.5; D: 2.7; E: 2.6; F: -2.2; G: 4.1; H: -1.4; I: -1.2

4: O=C(COC(=O)CNS(=O)(=O)c1ccccc1)Nc1ccc(Cl)cn1
  A: -0.4; B: 0.8; C: -0.1; D: -5.0; E: -6.1; F: 4.6; G: 4.7; H: -4.2; I: 13.1

5: COc1cccc(CN2CC(C(=O)NCCc3ccccc3C(F)(F)F)CCC2=O)c1 (stereo unspecified)
  A: -1.9; B: 0.4; C: -0.6; D: 2.5; E: -0.8; F: 3.0; G: -1.7; H: -3.0; I: 5.2

6: NC(=O)OCC(COC(N)=O)c1ccccc1
  A: 1.2&0.9; B: -2.4&0.9; C: -0.8&2.8; D: -17.2&7.5; E: -2.5&0.3; F: 1.0&0.8; G: -21.6&10.5; H: 9.1&-0.2; I: -3.6&-12.1

7: COC(=O)c1ccc(C(=O)OC)c(NC(=O)CN2CCN(c3ccccc3)CC2)c1
  A: 12.7; B: 0.2; C: 3.7; D: -11.8; E: -12.3; F: /; G: -3.3; H: 0.6; I: 8.5

8: COc1ccc(C(=O)Cc2ccc3c(c2)OCO3)c(O)c1
  A: /; B: -1.3; C: 0.6; D: -1.3; E: -2.0; F: -1.8; G: -1.9; H: -3.4; I: 6.4

9: O=C1OCC(CO)(CO)N=C1NNc1ccc(Cl)c(Cl)c1
  A: 3.9; B: 0.4; C: 2.4; D: -7.8; E: 1.9; F: -2.0; G: 7.5; H: 17.0; I: 25.0

10: Cc1nn(CCCC(=O)NCc2ccccc2)c(=O)c2nn(-c3ccccc3)c(C)c12
  A: 6.2; B: -1.2; C: -1.3; D: 2.9; E: 0.8; F: -0.2; G: 6.2; H: -1.0; I: 1.2

11: Cc1ccc(C)c(N(CC(=O)NC2CCCC2)C(=O)CCCC(=O)Nc2ccccn2)c1
  A: -0.4; B: -0.4; C: 1.0; D: 5.0; E: /; F: /; G: -1.5; H: -8.6; I: -3.2

12: Fc1cccc(-c2ccc3c(c2)CNCc2cnnn2-3)c1
  A: 4.6; B: -3.8; C: 2.6; D: -15.9; E: /; F: /; G: /; H: -5.0; I: /

13: O=C1CSc2ccc(S(=O)(=O)N3CCN(c4ccccc4F)CC3)cc2N1
  A: 13.9; B: -4.0; C: 1.0; D: 3.1; E: -5.2; F: 2.1; G: -0.4; H: 2.6; I: -2.4

14: COc1ccc(C2COC(=O)C2=N)c(NC(=O)c2ccc(Cl)cc2)c1 (stereo unspecified)
  A: -0.7; B: -1.3; C: -3.3; D: -4.5; E: -6.0; F: 3.1; G: 4.9; H: -0.4; I: -1.2

15: CN(C)Cc1cnc2ccc(Cl)cn12
  A: 0.8; B: -2.0; C: -1.5; D: 3.4; E: 2.4; F: -1.4; G: 6.6; H: 2.5; I: 5.0

16: C=CCN1C(=O)NC(=O)/C(=C\c2ccc(-c3ccccc3[N+](=O)[O-])o2)C1=O
  A: /; B: -3.0; C: -5.6; D: 2.9; E: 3.4; F: 2.5; G: -28.1; H: -5.1; I: 12.4

17: Cc1cc(OCC(=O)N2CCC(C(=O)O)(c3ccccc3)CC2)c2c(C)c(C)c(=O)oc2c1
  A: 7.8; B: -1.4; C: 64.0*; D: -3.3; E: -11.8; F: -1.0; G: -1.5; H: -8.3; I: -1.0

18: COc1ccc(C(=O)Nc2ccc(/C(C)=N/NC(=O)c3ccncc3)cc2)cc1
  A: -1.4; B: -3.4; C: -0.1; D: -5.6; E: -2.4; F: 1.1; G: /; H: 1.6; I: -5.2

19: Cc1noc(C)c1CSc1nnc(-c2ccccc2)n1N
  A: 0.7; B: 0.3; C: 0.5; D: -13.9; E: -1.9; F: -0.4; G: 5.5; H: 1.5; I: -8.8

20: Cc1ccc(S(=O)(=O)NCC(=O)OC2CCOC2=O)cc1 (stereo unspecified)
  A: -0.2; B: -2.9; C: -4.0; D: 1.3; E: -9.3; F: 0.3; G: -0.8; H: -0.2; I: -7.1

21: Cc1cc2nc(-c3cc(N4CCOCC4)ccc3[N+](=O)[O-])ccn2n1
  A: -0.3; B: -2.6; C: -9.6; D: -0.8; E: 2.6; F: 2.6; G: 4.1; H: -34.4; I: 3.8

22: CCCCn1c(=O)[nH]c(=O)c2c1nc(-c1ccc(OC)c(Br)c1)n2CC(C)C
  A: 1.8; B: -6.3; C: 14.2; D: 2.3; E: -4.0; F: 3.3; G: 7.0; H: 9.4; I: -5.0

23: Cc1ccc(CNC(=O)CC2Sc3ccccc3NC2=O)cc1 (stereo unspecified)
  A: /; B: -0.7; C: -1.0; D: -5.9; E: -2.9; F: -2.1; G: 2.5; H: 4.1; I: 1.0

24: NC(=O)Cn1nnc(-c2ccc(CN3CCCCC3)cc2)n1
  A: /; B: -3.3; C: -0.5; D: -3.2; E: 0.9; F: -1.2; G: -0.2; H: 3.8; I: -15.3

25: COC(=O)c1cc2n(n1)CCN(Cc1ccc(OC)cc1)C2=O
  A: 4.7; B: -2.9; C: 1.5; D: -2.9; E: -5.7; F: -4.1; G: 4.4; H: 0.9; I: 5.9

26: CCOC(=O)c1ccc(NC(=O)CCC(CC)C(=O)O)cc1 (stereo unspecified)
  A: 0.2; B: -1.5; C: 0.0; D: -51.7; E: -0.8; F: 4.5; G: -3.7; H: -0.4; I: 7.2

27: COc1ccc(-c2cn3cccc(C)c3n2)cc1F
  A: /; B: -3.0; C: 30.8*; D: -4.8; E: -6.4; F: -1.4; G: 1.7; H: -4.2; I: -1.6

28: C/C(Nc1ccccc1)=C(/C#N)C(N)=O
  A: /; B: 1.5; C: 4.9; D: -3.2; E: 0.4; F: -2.5; G: -7.3; H: -1.3; I: -6.7

29: COc1ccc2c(c1)c(=O)oc1cc(OCC(=O)NC3CC3)ccc12
  A: -8.5; B: -1.5; C: 21.8; D: -34.7; E: 4.6; F: -0.3; G: -32.9; H: 0.6; I: 3.4

30: O=C(NCc1cccnc1)C12CC3CC(CC(C3)C1)C2
  A: 2.2; B: -2.6; C: -0.3; D: 1.3; E: -0.1; F: -0.7; G: 1.0; H: 6.9; I: 3.8

In another format: results already given
24. NC(=O)Cn1nnc(-c2ccc(CN3CCCCC3)cc2)n1
- BioA inh = /
- FadD28 binding = -3.3
- Mtb FBA inh = -0.5
- BoNT F protease = -3.2
- Rv3671c inh = 0.9
- Mtb UGM inh = -1.2
- MazF activator = -0.2
- PrPC TRFRET = 3.8
- GDH-TPI counter = -15.3
25. COC(=O)c1cc2n(n1)CCN(Cc1ccc(OC)cc1)C2=O
- BioA inh = 4.7
- FadD28 binding = -2.9
- Mtb FBA inh = 1.5
- BoNT F protease = -2.9
- Rv3671c inh = -5.7
- Mtb UGM inh = -4.1
- MazF activator = 4.4
- PrPC TRFRET = 0.9
- GDH-TPI counter = 5.9
26. CCOC(=O)c1ccc(NC(=O)CCC(CC)C(=O)O)cc1 (stereo unspecified)
- BioA inh = 0.2
- FadD28 binding = -1.5
- Mtb FBA inh = 0.0
- BoNT F protease = -51.7
- Rv3671c inh = -0.8
- Mtb UGM inh = 4.5
- MazF activator = -3.7
- PrPC TRFRET = -0.4
- GDH-TPI counter = 7.2
27. COc1ccc(-c2cn3cccc(C)c3n2)cc1F
- BioA inh = /
- FadD28 binding = -3.0
- Mtb FBA inh = 30.8*
- BoNT F protease = -4.8
- Rv3671c inh = -6.4
- Mtb UGM inh = -1.4
- MazF activator = 1.7
- PrPC TRFRET = -4.2
- GDH-TPI counter = -1.6

The list continues.
Letter code: A = BioA inh; B = FadD28 binding; C = Mtb FBA inh; D = BoNT F protease; E = Rv3671c inh; F = Mtb UGM inh; G = MazF activator; H = PrPC TRFRET; I = GDH-TPI counter
31: Cc1cccc(OCCCC(=O)NNC(=O)c2cccc(N(C)C)c2)c1
  A: 8.7; B: 1.4; C: 4.8; D: -5.4; E: 1.3; F: 0.8; G: 10.1; H: -3.5; I: 15.3

32: Cc1cc(-c2ccccc2)c2c(n1)sc1c(O)cc(=O)[nH]c12
  A: /; B: /; C: /; D: /; E: 2.0; F: 4.2; G: 6.4; H: 8.2; I: /

33: Cc1nc2ccc(NS(=O)(=O)c3ccc(F)cc3)cc2s1
  A: /; B: 0.1; C: -0.5; D: 1.8; E: -5.1; F: 7.5; G: 7.6; H: 14.7; I: 0.3

34: O=C1CSC(c2ccc3c(c2)OCO3)N1c1ccc(Oc2ccccc2)cc1 (stereo unspecified)
  A: /; B: 1.8; C: 7.5; D: 5.8; E: -12.0; F: -0.9; G: -2.5; H: 5.7; I: -10.1

35: Cc1ccc(S(=O)(=O)N2CCCC2C(=O)Nc2nc3c(s2)CCCC3)cc1 (stereo unspecified)
  A: 0.3; B: -2.1; C: -1.1; D: -28.6; E: -0.3; F: -4.9; G: 2.9; H: 12.1; I: 10.4

36: O=C1NCN(c2ccccc2)C12CCN(C(c1cccc3ccccc13)c1nnnn1Cc1ccccc1)CC2 (stereo unspecified)
  A: 0.1; B: -1.2; C: 4.5; D: 1.8; E: /; F: /; G: /; H: 5.2; I: /

37: O=C(c1ccc(-n2cncn2)c([N+](=O)[O-])c1)N1CCN(S(=O)(=O)c2ccc(Cl)cc2)CC1
  A: -2.1; B: 1.2; C: 2.7; D: -4.7; E: -3.9; F: 0.3; G: 2.4; H: -18.6; I: 6.6

38: C/C(=N/NC(=O)c1cccs1)c1c(C)[nH]n(-c2nc3ccccc3s2)c1=O
  A: 2.0; B: 0.0; C: -2.9; D: -7.1; E: -0.2; F: 1.9; G: 0.3; H: 10.7; I: 6.4

39: O=C(Nc1cc2c3c(c1)C1CCCC1CN3CC1CCCC21)c1ccc([N+](=O)[O-])cc1 (stereo unspecified)
  A: -1.7; B: -0.7; C: -0.7; D: -43.9; E: 5.0; F: 1.9; G: 4.5; H: -12.8; I: -2.8

40: COc1cc2c(cc1O)CC1c3c(cc(O)c(OC)c3-2)CCN1C (stereo unspecified)
  A: -0.5; B: 0.3; C: 27.0*; D: -29.6; E: 0.4; F: -0.1; G: 7.8; H: -1.4; I: -10.8

41: CCc1nc2c(OCc3ccccc3)cccn2c1N(C)C(=O)Nc1ccccc1OC
  A: -1.7; B: -1.4; C: -0.3; D: 1.7; E: /; F: /; G: /; H: 7.0; I: 4.4

42: CC(/C=C/c1ccccc1)=N\NC(=O)C1CC1(C)c1ccccc1 (stereo unspecified)
  A: 0.7; B: -3.3; C: -3.2; D: -18.1; E: -63.4; F: 1.7; G: -4.2; H: 4.7; I: 0.9

43: O=C(O)CCc1ccc(-c2ccccc2)o1
  A: -1.2; B: -0.2; C: -3.3; D: 16.4; E: -2.0; F: -2.0; G: -0.2; H: -4.9; I: 0.9

44: COC(=O)Cc1ccc(N(Cc2ccccc2F)S(=O)(=O)c2ccc(Cl)cc2)cc1
  A: /; B: 0.1; C: -4.4; D: 2.7; E: -3.7; F: -0.3; G: -15.7; H: 10.0; I: 6.7

45: COc1ccc(-c2ccc(C(=O)Nc3ccc(NC(C)=O)cc3)c3occc23)c(C)c1
  A: 0.7; B: -3.6; C: -0.9; D: -2.0; E: /; F: /; G: /; H: 4.2; I: 10.6

46: CCCCn1c(N)c(N(Cc2ccccc2OC)C(=O)COc2ccccc2OC)c(=O)[nH]c1=O
  A: /; B: -1.7; C: 3.6; D: -0.7; E: 12.7; F: /; G: 1.7; H: -6.2; I: -2.5

47: CCOC(=O)CCCCCC(=O)Nc1ccc2c(c1)C(=O)N([C@@H](C)CO)C[C@H](C)[C@H](CN(C)S(=O)(=O)c1ccc(OC)cc1)OCCCC[C@H](C)O2
  A: -1.3; B: -0.4; C: -2.7; D: -2.0; E: /; F: /; G: -0.7; H: -4.7; I: 6.2

48: CC(C)Oc1ccc(F)cc1-c1cc(C(=O)NCc2cc(C(F)(F)F)cc(C(F)(F)F)c2)[nH]n1
  A: 0.6; B: -1.1; C: 0.1; D: -9.6; E: /; F: /; G: /; H: 3.7; I: 9.7

49: Cc1ccccc1C(=O)/C=C1\NC(=O)CS1
  A: /; B: -1.8; C: -1.8; D: 9.1; E: 0.7; F: 1.6; G: 7.6; H: -1.9; I: 48.4*

Assay outcomes (PubChem BioAssay)
